Screening results from PubChem BioAssay.
Eya2 phos inh = inhibitors of human Eya2 phosphatase activity; Potency, µM (doses to about 76.9 µM), for inactives: top-dose activity, negative = inhibition, usual class: inhibitors; AID 488837; recombinant Eya2, OMFP fluorescence dephosphorylation (OMFP is methylfluorescein phosphate); O00167; 330,000 tested, 0.006% active; further: potency means the concentration at half of the fitted maximal effect; on the % scale 0 is the no-effect control and ±100 the full control effect
Target sequence (O00167 whole entry, looked up): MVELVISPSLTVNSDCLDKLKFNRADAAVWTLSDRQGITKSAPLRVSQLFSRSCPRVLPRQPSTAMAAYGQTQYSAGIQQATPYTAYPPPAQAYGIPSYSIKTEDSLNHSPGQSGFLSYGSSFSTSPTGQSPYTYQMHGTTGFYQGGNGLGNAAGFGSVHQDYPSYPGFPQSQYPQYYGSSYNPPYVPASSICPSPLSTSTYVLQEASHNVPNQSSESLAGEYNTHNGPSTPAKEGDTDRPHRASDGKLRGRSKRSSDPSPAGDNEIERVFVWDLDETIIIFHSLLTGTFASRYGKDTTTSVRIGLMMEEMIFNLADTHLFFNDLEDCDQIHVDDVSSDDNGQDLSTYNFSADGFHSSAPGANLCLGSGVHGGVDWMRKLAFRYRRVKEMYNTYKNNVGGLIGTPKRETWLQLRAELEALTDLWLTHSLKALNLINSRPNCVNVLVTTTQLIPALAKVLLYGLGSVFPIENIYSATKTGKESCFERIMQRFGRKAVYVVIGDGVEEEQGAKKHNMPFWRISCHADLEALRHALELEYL
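Eya2 (0.2 uM) preincubated 10 min at ambient with compound, then OMFP substrate added at 50 uM; 10 min reaction in 50 mM HEPES pH 7.5, 50 mM NaCl, 5 uM MgCl2, 0.05% BSA, 1 mM DTT. Fluorescence read at Ex 485/Em 525 nm.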
B2AR arrestin = agonists driving beta-arrestin recruitment to human beta2-adrenergic receptor; P07550; beta-arrestin recruitment to beta2AR, cell-based reporter; Potency, µM (doses to about 46.1 µM), without a hit: at the highest dose activation, usual class: activators; 330,000 tested, 0.02% active; AID 492947;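 further: potency means the concentration at half of the fitted maximal effect; 0% = DMSO controls and full agonism = EC100 isoproterenol or metaproterenol; nearly all actives have a fitted effect of over 65% in size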
Target sequence (P07550 whole entry, looked up): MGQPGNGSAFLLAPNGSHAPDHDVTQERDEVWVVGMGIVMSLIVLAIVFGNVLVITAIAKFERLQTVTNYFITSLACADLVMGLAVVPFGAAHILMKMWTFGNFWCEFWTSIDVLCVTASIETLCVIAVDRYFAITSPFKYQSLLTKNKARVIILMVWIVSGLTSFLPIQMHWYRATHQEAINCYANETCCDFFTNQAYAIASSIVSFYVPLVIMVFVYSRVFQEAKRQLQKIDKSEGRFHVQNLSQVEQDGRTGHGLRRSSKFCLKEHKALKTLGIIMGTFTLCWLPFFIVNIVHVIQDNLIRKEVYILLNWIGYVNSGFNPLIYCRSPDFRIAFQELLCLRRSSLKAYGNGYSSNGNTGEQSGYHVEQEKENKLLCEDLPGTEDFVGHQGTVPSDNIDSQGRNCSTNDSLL
ELG1 genotox = inducers of genotoxicity in HEK293T ELG1-luciferase cells. HEK293T ELG1-luciferase reporter, luminescence, 16 h. Potency, µM (titrated, usually from 46 µM), inactives show at the top dose activity change, positive = activation, most hits filed as activators. 330,000 tested, 1.3% active. AID 504466; further: potency means the concentration at half of the fitted maximal effect; % of control where 0% means no effect; nearly all actives have a fitted effect of over 60% in size
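Quantitative HTS format in 1536-well plates. HEK293T ELG1-luciferase reporter cells receive test compound and are incubated 16 hr at 37 °C, 5% CO2; ONE-Glo added, 30 min room temperature, then luminescence read.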
TSG101-PTAP inh = blocks PTAP/TSG101 interaction to inhibit HIV-1 budding | Q99816 | Fluorescence polarization, FITC-PTAP peptide / Tsg101 binding | Potency, µM (highest dose often 115 µM), without a hit: at the highest dose activity change, negative = inhibition, usual class: inhibitors | 340,000 tested, under 10 active; active means well fitted inhibition curve with a large enough effect in the main read-out, with a control signal flat, not every such curve was filed as active; inconclusive means small, poorly fitted or top-dose-only effect, or effect the other way, or a change in a side signal; inactive means no such curve, though single readings can be large or run the other way; further: potency means the concentration at half of the fitted maximal effect; % of control where 0% means no effect
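Compounds were pin-transferred onto Tsg101 binding domain (10 uM final) in HEPES pH 7.5 buffer, then FITC-PTAP peptide was added at 50 nM final. After 20 min at RT, polarization reported peptide displacement across a qHTS concentration series.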
Integrin act MD = activates integrin-mediated alleviation for muscular dystrophy | alpha7betagal myoblasts, beta-gal FDG fluorescence, 48 h | Potency, µM (doses to about 38.3 µM), without a hit: at the top dose activation, hits mostly activators | 350,000 tested, 0.064% active;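 further: potency means the concentration at half of the fitted maximal effect; 100% = response of the positive control SU9516; nearly all actives have a fitted effect of over 60% in size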
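alpha7betagal+/- myoblasts (passage 13, 250/well) treated 48 h at 37C with compounds at 1:260 dilution of DMSO stock. Lysed, then beta-galactosidase activity read as FDG fluorescence (ex 480/em 540) after 30 min, with pre-read for autofluorescence.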
uPA generation = inhibitors of cell surface uPA generation | cell surface uPA generation assay, qHTS | Potency, µM (highest dose often 38.3 µM), inactives show at the highest dose activity change, negative = inhibition, actives largely listed as inhibitors | 330,000 tested, 0.31% active | AID 540303; active means well fitted inhibition curve with a large enough effect; inconclusive means small, poorly fitted or top-dose-only effect; inactive means no such curve, though single readings can be large or run the other way; tested in mouse RAW 264.7 cells; further: potency means the concentration at half of the fitted maximal effect; on the % scale 0 is the no-effect control and ±100 the full control effect; nearly all actives have a fitted effect of over 55% in size
USP2a inh = blocks human ubiquitin-specific protease USP2a | USP2 core, Ub-CHOP2 coupled fluorogenic reporter, 485/531 | O75604 | 330,000 tested, 0.01% active | Potency, µM (series often up to 38.3 µM), inactives show at the highest dose activity change, negative = inhibition, most hits filed as inhibitors | AID 463254;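 further: potency means the concentration at half of the fitted maximal effect; plate controls were DMSO wells for no effect and full inhibition by NEM control for full effect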
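Cell-free coupled assay: 10nM USP2 core preincubated 30min RT with compound in Tris-HCl pH 8.0/CaCl2/CHAPS buffer, then 25nM Ub-CHOP2 and 25nM reporter substrate; fluorescence (Ex 485/Em 531) read after 60min RT, normalized to NEM inhibition, concentration-response curves fitted.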
S-ASM inh = human S-ASM enzyme inhibition. P17405. placental ASM, HMU-PC fluorogenic substrate, 60 min. Potency, µM (doses to about 57.5 µM), for the others: at the top dose activity change, negative = inhibition, hits mostly inhibitors. 340,000 tested, 0.006% active. AID 504937; further: potency means the concentration at half of the fitted maximal effect
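qHTS format. ASM enzyme prepared from human placenta hydrolyses the fluorogenic substrate HMU-PC0 (9 uM final) over 60 min at 37 °C after a 10 min compound preincubation.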
BRCA1 expr up = BRCA1 expression activation. MCF7-BRCA1-FFLuc reporter, luminescence, 48 h; response scale: scaled: vehicle 0%, 10 µM genistein 100%. Potency, µM (titrated, usually from 46.1 µM), for the others: at the top dose activation, usual class: activators. 380,000 tested, 1.1% active. AID 624202; further: potency means the concentration at half of the fitted maximal effect; nearly all actives have a fitted effect of over 80% in size; some results filed as inactive show a strong effect at the top dose
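Activators of BRCA1 expression were detected as increased firefly luciferase luminescence in engineered MCF7 cells after 48 h compound incubation. Signals were scaled to genistein 10 microM as full activation.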
p53 reactivator = re-activators of mutant p53 | H1299 p53-A138V BP100-luciferase reporter, luminescence, 24 h | Potency, µM (series often up to 92.2 µM), for inactives: at the highest dose activity change, positive = activation, hits mostly activators | AID 504706 | 320,000 tested, 0.063% active; further: potency means the concentration at half of the fitted maximal effect; % of control where 0% means no effect; nearly all actives have a fitted effect of over 45% in size
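p53-null H1299 cells stably carrying temperature-sensitive p53-A138V and a BP100-luciferase reporter were pinned with compounds (4-point, 1:5 series) and held 24 hrs at 37 deg C. Luminescence was read 10 min after detection reagent.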
TRPV1 agonist = agonists of human vanilloid receptor 1 (TRPV1); Q8NER1; TRPV1-expressing cells, Fluo-8 calcium influx, agonist mode; activation, % at 8.33 µM; 320,000 tested, 0.19% active; AID 540275; in the data active means activation above about 80%; inconclusive means between about 30% and that limit; further: 0% is about no effect
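Cells expressing TRPV1 were dye-loaded with Fluo-8 and read kinetically: 10 s baseline, 3 min after compound (agonist portion), then 2 min after EC20 capsaicin (allosteric enhancer portion). Calcium-bound dye fluorescence at 480/520 nm.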
* = called active by the depositor; i = inactive; u = inconclusive; x = not tested or not shown; [ ] = another dose, or the depositor's remark. Unless noted, the call rests on the fitted dose curve; in most records, active means well fitted curve in the direction sought with a large enough effect; inconclusive means small, poorly fitted or top-dose-only effect, or another doubt; inactive means no such curve, though single readings can be large; an effect the other way counts as inactive or inconclusive.

nr	Molecule	uPA generation	Eya2 phos inh	S-ASM inh	USP2a inh	TRPV1 agonist	TSG101-PTAP inh	BRCA1 expr up	Integrin act MD	B2AR arrestin	ELG1 genotox	p53 reactivator
1	CC(NC(=O)c1ccccc1NC(=O)c1ccco1)C(=O)O (stereo unspecified)	-1%	5%	3%	2%	1	-3%	10%	-11%	-0.6%	u	u
2	CN1CCN(c2ccccc2NC(=O)c2ccc3c(c2)OCCO3)CC1	-11%	-3%	-3%	-1%	4	-4%	-16%	13%	0.0%	12%	3%
3	COc1ccccc1CCNC(=O)CCn1nc(C)c2c(C)n(-c3ccccc3)nc2c1=O	1%	-6%	0%	-2%	2	0%	-13%	-1%	0.4%	1%	2%
4	CC1CN(CC(=O)c2c(N)n(Cc3ccccc3)c(=O)n(C)c2=O)CC(C)O1 (stereo unspecified)	x	-26%	3%	5%	5	4%	3%	-21%	0.0%	5%	-13%
5	CN(Cc1ccccc1)c1nc(-c2ccc([N+](=O)[O-])cc2)nc2ccccc12	0%	3%	-10%	0%	-5	-7%	-16%	0%	-0.1%	-4%	4%
6	O=C(Nc1cc(S(=O)(=O)N2CCOCC2)ccc1N1CCCC1)c1ccc(Cl)cc1	-6%	-11%	5%	2%	-5	-1%	-24%	-13%	-0.4%	1%	-5%
7	O=C(O)C1C2C=CC3(CN(Cc4ccncc4)C(=O)C13)O2 (stereo unspecified)	1%	-3%	-1%	-2%	1	-2%	7%	19%	-0.5%	-2%	-1%
8	CCC(C)Sc1ccc(-c2nc3ccccn3c2NCc2ccccc2)cc1OC (stereo unspecified)	u	-19%	i	-8%	x	0%	-77%	-23%	-0.3%	-5%	17%
9	O=C(NCCCn1ccnc1)c1cc2ccccc2o1	1%	6%	0%	-1%	1	-1%	-35%	-20%	0.0%	0%	-8%
10	Nc1nonc1-n1nnc(C(=O)N/N=C/c2ccc(O)cc2)c1CN1CCCCCC1	7%	x	-3%	x	x	-2%	-15%	21%	x	x	x

Among those listed so far, these contain a COOH group.
nr	Molecule	uPA generation	Eya2 phos inh	S-ASM inh	USP2a inh	TRPV1 agonist	TSG101-PTAP inh	BRCA1 expr up	Integrin act MD	B2AR arrestin	ELG1 genotox	p53 reactivator
1	CC(NC(=O)c1ccccc1NC(=O)c1ccco1)C(=O)O (stereo unspecified)	-1%	5%	3%	2%	1	-3%	10%	-11%	-0.6%	u	u
7	O=C(O)C1C2C=CC3(CN(Cc4ccncc4)C(=O)C13)O2 (stereo unspecified)	1%	-3%	-1%	-2%	1	-2%	7%	19%	-0.5%	-2%	-1%

Next records follow.
nr	Molecule	uPA generation	Eya2 phos inh	S-ASM inh	USP2a inh	TRPV1 agonist	TSG101-PTAP inh	BRCA1 expr up	Integrin act MD	B2AR arrestin	ELG1 genotox	p53 reactivator
11	Cc1cc(NC(=O)CCS(=O)(=O)c2ccc(F)cc2)no1	-1%	15%	5%	3%	1	0%	-6%	-45%[inhibitor]	-0.1%	0%	7%
12	CCOC(=O)c1c(-c2ccsc2)csc1N	-3%	-8%	1%	-5%	3	0%	-25%	20%	-0.3%	-5%	0%
13	O=C(CCc1nnc(-c2ccsc2)o1)N1CCCCC1CCn1ccnc1 (stereo unspecified)	-3%	1%	2%	-1%	3	1%	-9%	11%	-1.1%	3%	3%
14	CN1/C(=C\C=N\NC(=O)c2ccc(O)cc2)C(C)(C)c2ccccc21	-4%	4%	101%[activator]	4%	-1	-2%	-65%[inhibitor]	-48%[inhibitor]	0.0%	-7%	-1%
15	CCOC(=O)C(=O)N/N=C(/c1ccccc1)c1ccc(OC)cc1	4%	-3%	-2%	1%	5	-3%	-21%	30%	-0.3%	0%	0%
16	CCc1noc(C)c1C(=O)NC1CCCc2c1cnn2-c1ccc(C(C)(C)C)cc1 (stereo unspecified)	-1%	-11%	x	-2%	3	0%	7%	17%	0.1%	5%	-1%
17	COc1ccc(C2/C=C\CN(S(=O)(=O)c3ccc(C)cc3)[C@H](Cc3ccccc3)C(=O)N2Cc2ccc(F)cc2)cc1 (stereo partly specified)	-2%	-4%	-1%	0%	2	0%	25%	-16%	-0.4%	-4%	5%
18	C=CCNC(=O)c1c(CSc2ccccc2)noc1C(=O)NCc1ccccc1	14%	-5%	-6%	0%	13	-2%	0%	0%	0.2%	-4%	1%
19	O=C(Nc1ccccc1F)C(=O)Nc1cccc2ccccc12	-1%	0%	3%	1%	-3	-1%	61%	14%	0.4%	u	x
20	CCCCN(C(=O)c1ccc(N2CCCC2=O)cc1)c1c(N)n(CCCC)c(=O)[nH]c1=O	22%	-7%	7%	-2%	-2	0%	-16%	11%	0.5%	-6%	14%

Continued, overlapping the part above by 4 compounds.
nr	Molecule	uPA generation	Eya2 phos inh	S-ASM inh	USP2a inh	TRPV1 agonist	TSG101-PTAP inh	BRCA1 expr up	Integrin act MD	B2AR arrestin	ELG1 genotox	p53 reactivator
17	COc1ccc(C2/C=C\CN(S(=O)(=O)c3ccc(C)cc3)[C@H](Cc3ccccc3)C(=O)N2Cc2ccc(F)cc2)cc1 (stereo partly specified)	-2%	-4%	-1%	0%	2	0%	25%	-16%	-0.4%	-4%	5%
18	C=CCNC(=O)c1c(CSc2ccccc2)noc1C(=O)NCc1ccccc1	14%	-5%	-6%	0%	13	-2%	0%	0%	0.2%	-4%	1%
19	O=C(Nc1ccccc1F)C(=O)Nc1cccc2ccccc12	-1%	0%	3%	1%	-3	-1%	61%	14%	0.4%	u	x
20	CCCCN(C(=O)c1ccc(N2CCCC2=O)cc1)c1c(N)n(CCCC)c(=O)[nH]c1=O	22%	-7%	7%	-2%	-2	0%	-16%	11%	0.5%	-6%	14%
21	Cc1ccc(NC(=O)CNC(c2ccccc2)c2ccccc2)c(F)c1	5%	-3%	-3%	1%	u	-1%	-22%	-22%	0.2%	1%	1%
22	CCC(C)NC(=O)CSc1nc2c(sc3ccccc32)c(=O)n1CCCN1CCOCC1 (stereo unspecified)	1%	13%	0%	-1%	-7	0%	5%[1.84 µM]	1%	-0.8%	6%	3%
23	COc1ccc(C(=O)Nc2ccc(Oc3ncnc4sc(-c5ccccc5)cc34)cc2)cc1OC	-3%	-5%	7%	-9%	5	0%	-5%	11%	-0.4%	-2%	2%
24	O=c1[nH]c(=O)n(-c2cc(Br)c(O)c(Br)c2)cc1Br	-10%	3%	-8%	-1%	-2	u	-9%	-28%	-0.7%	3%	x
25	CCn1c(=O)n(CC)c2cc(N3CCCC3)c(NC(=O)c3ccccc3C)cc21	-12%	0%	0%	3%	12	-1%	-32%	12%	-0.6%	-6%	-8%
26	O=C(Nc1ccc(F)cc1)C1C2CCC3C(CCC21)C3(Cl)Cl (stereo unspecified)	3%	-2%	-3%	-1%	u	-1%	-10%	18%	-0.6%	-5%	-2%
27	CCOC(=O)/C(C#N)=C/c1c(Oc2cc(C)cc(C)c2)nc2ccccn2c1=O	29%	-1%	6%	1%	2	3%	-4%	-13%	-0.3%	-4%	-12%
28	Cc1ccc(NC(=O)c2ccc3nccnc3c2)c(C)c1	-1%	5%	2%	3%	3	-1%	u	26%	-0.3%	-12%	24%
29	CC(Oc1ccc([N+](=O)[O-])cc1)C(=O)NCC1CCCO1 (stereo unspecified)	0%	-6%	-1%	2%	1	-3%	3%	7%	-0.5%	5%	-1%
30	Cc1cccc(CCN=C(N)NS(=O)(=O)c2ccccc2)c1	7%	3%	3%	1%	-1	-4%	-2%	-31%	0.3%	-2%	-6%
31	Cc1ccc(S(=O)(=O)N2CCC(C(=O)NCc3cccnc3)CC2)cc1	-4%	16%	3%	3%	10	2%	8%	6%	-0.1%	-1%	-2%
32	Cc1cc(OCCCCOc2ccc(C#N)cc2)ccc1[N+](=O)[O-]	-14%	u	-5%	0%	-3	1%	-20%	7%	-0.2%	-10%	-2%
33	CN1CCN(C(=O)c2ccc(-n3cccc3)cc2)CC1	x	-6%	4%	3%	-1	-3%	22%	18%	0.0%	4%	5%
